From PubChem
C-LANA FP = KSHV C-LANA DNA binding inhibition | MBP-C-LANA/FAM-LBS DNA binding, fluorescence polarization | inhibition, % at 9 µM | hit rate 0.078% among 340,000 | AID 504423;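 active means highest replicate inhibition at or above 60% at 9 µM, even if other replicates fall short; inactive means all replicates below 60% inhibition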;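 further: 0% = neutral control wells and 100% = 4 µM acridine orange control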
PKA-R2B act = PKA-R2B complex activation. P22694+P31323. PKA-R2B holoenzyme dissociation, Cy5-IP20 fluorescence polarization; R2B truncated from residue 108, S112A mutant; 0% DMSO only, 100% 113 µM cGMP. activation, % at 11.4 µM. hit rate 0.079% among 340,000. AID 504700;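 active means activation above a cutoff set at the mean over all compounds plus 3 SD, cut at about 18% in these data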;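 further: higher means more holoenzyme dissociation and a rise in polarization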
Target sequence (P31323 whole entry, looked up, other chains not shown, the tested form may be a part): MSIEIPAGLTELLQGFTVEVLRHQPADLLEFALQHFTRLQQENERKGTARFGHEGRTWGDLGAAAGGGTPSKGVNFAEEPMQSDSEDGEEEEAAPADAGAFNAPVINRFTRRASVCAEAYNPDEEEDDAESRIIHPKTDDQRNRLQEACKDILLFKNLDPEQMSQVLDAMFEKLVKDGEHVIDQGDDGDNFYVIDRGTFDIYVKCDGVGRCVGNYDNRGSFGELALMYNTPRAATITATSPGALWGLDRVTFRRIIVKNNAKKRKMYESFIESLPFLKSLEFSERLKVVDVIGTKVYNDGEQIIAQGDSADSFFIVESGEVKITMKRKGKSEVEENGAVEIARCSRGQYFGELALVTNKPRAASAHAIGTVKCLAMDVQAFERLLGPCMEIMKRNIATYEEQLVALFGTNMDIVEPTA
SR-BI DiI-HDL act = SR-BI HDL lipid transfer activation | CHO ldlA[mSR-BI] cells, DiI-HDL uptake fluorescence, 3 h; 100 = double the neutral-control signal | activation, % at 12.5 µM | hit rate 0.096% among 320,000;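 active means mean replicate activation of at least 60% and every replicate at or above 60%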;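 further: 0% = median plate neutral-control signal and 100% = twice that signal; values of inactives mirror those of a sister screen read the other way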
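material = CHO ldlA[mSR-BI] cells | medium = Ham's F12 with 0.5% BSA, HEPES 25 mM, pH 7.4 | reagent = fluorescent DiI-HDL, 10 µg/mL final | compound dosing = single-point compound dose | incubation = 3 h, 37 °C | measured by = bottom-read fluorescence, 550/595 nm | measure = HDL uptake via cellular fluorescence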
NSD2 HMT inh = inhibitors of human histone methyltransferase NSD2; hit rate 0.54% among 310,000; NSD2 peptide methylation, AlphaScreen, 120 min; inhibition, % at 12.5 µM; AID 743445; in the data active means inhibition above about 50%
DAGLB inhibitor = blocks human DAGLB lipase activity; HEK293T DAGLB membrane lysate, EnzChek fluorogenic substrate; inhibition, % at 5.17 µM; AID 504411; Q8NCG7; hit rate 0.059% among 340,000; in the data active means inhibition above about 34%;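 further: 0% = enzyme with vehicle and 100% = wells lacking enzyme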
SR-BI HDL uptake = mouse SR-BI HDL lipid transfer inhibition; Q61009; ldlA[mSR-BI] CHO cells, DiI-HDL uptake fluorescence, 3 h; inhibition, % at 12.5 µM; hit rate 0.96% among 320,000; AID 488896;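 active means mean replicate inhibition of at least 70% and a set share of replicates each scoring 70 or more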;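 further: 0% = median of neutral control wells and 100% = median of positive control wells; values of inactives mirror those of a sister screen read the other way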
Keap1 Nrf2 FP = disrupts human Keap1 binding to Nrf2 peptide. Keap1 Kelch-Nrf2 peptide fluorescence polarization, 1536-well. AID 504523. Q14145. inhibition, % at 9.4 µM. hit rate 0.15% among 340,000; in the data active means inhibition above about 12%;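 further: human Keap1 Kelch domain with fluorescein labeled Nrf2 9mer peptide probe; 0% = neutral control wells and 100% = peptide positive control; higher means more block of Keap1 binding to Nrf2 peptide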
Target sequence (Q14145 whole entry, looked up, the tested form may be a part): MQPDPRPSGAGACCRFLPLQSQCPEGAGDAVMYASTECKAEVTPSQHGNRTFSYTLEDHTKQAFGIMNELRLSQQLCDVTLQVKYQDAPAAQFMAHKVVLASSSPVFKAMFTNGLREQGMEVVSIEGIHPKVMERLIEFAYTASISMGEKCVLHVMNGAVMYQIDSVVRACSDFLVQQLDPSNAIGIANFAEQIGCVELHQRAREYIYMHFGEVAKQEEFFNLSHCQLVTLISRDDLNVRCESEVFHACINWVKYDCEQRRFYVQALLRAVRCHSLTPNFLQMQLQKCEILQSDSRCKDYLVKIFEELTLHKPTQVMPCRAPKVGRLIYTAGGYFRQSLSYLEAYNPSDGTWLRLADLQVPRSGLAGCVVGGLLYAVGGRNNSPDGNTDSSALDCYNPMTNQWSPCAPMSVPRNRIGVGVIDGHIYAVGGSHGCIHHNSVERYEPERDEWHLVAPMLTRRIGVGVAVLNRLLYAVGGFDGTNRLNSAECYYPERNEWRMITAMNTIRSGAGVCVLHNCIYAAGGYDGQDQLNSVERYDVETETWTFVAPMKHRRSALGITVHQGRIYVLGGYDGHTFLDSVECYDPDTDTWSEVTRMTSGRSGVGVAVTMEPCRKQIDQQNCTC
RTF Ca sens inh = cardiac RTF calcium desensitization | P19429+P45379 | IANBD-labeled cardiac RTF, Ca2+ fluorescence | inhibition, % at 7.15 µM | hit rate 0.12% among 340,000 | AID 493244;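 active means inhibition above the mean inhibition of all tested compounds plus 3 SD, cut at about 17% in these data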;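 further: assay run at fixed EC70 calcium of 1.6 mM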
PvdQ acylase = P. aeruginosa PvdQ acylase inhibition; purified PvdQ acylase, fluorescence plate reader; inhibition, % at 10 µM; hit rate 0.063% among 340,000; AID 488965; in the data active means inhibition above about 30%, passing the limit was not always enough;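 further: 0% = vehicle neutral wells and 100% = reference inhibitor wells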
Arr AP2 block = blocks beta-arrestin peptide binding to AP2 adaptin; FITC-arrestin peptide / GST-AP2 beads, flow cytometry; AP2 beta2 appendage carries R879A mutation; inhibition, % at 10 µM; hit rate 0.31% among 340,000;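 active means inhibition above a set limit, near 3 SD of compounds lacking own fluorescence, cut at about 54% in these data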;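 further: plate controls were DMSO wells for no effect and 5 µM unlabelled arrestin peptide for full effect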
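Assay system: GST-AP2 R879A bound to glutathione beads, E. coli-expressed; Medium: PBS with 0.05% Tween 20 and 0.1% BSA; Also added: fluorescein-tagged arrestin peptide at 50 nM final; Timing: 12 min plus 1 h, RT; Measured by: flow cytometry, FL1 (488/535 nm); Evaluation: percent drop in bead-associated FITC signal.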
* hit, by the source's call; x = no result given.

[1] Cc1nc(CCNC(=O)CC2C(=O)NCCN2CC(C)C)nc2c1CCC2 (stereo not drawn)
[2] Cn1nc2c(c1C(=O)N1CCCC(C(=O)c3cc(F)ccc3F)C1)CCCC2 (stereo not drawn)
[3] Cc1ccnc2nc(C(=O)N3CCN(c4ccc(F)cc4)CC3)nn12
[4] C[C@H](CO)N1C[C@H](C)[C@@H](CN(C)Cc2ccccc2)Oc2c(NS(=O)(=O)c3cn(C)cn3)cccc2C1=O
[5] Cc1ccc2c(c1)nnn2C1CCN(CC(=O)NCCc2ccccc2)CC1
[6] CC(=O)Nc1ccc(C(=O)Nc2ccc3c(c2)OCO3)cc1
[7] CN(CC(=O)Nc1ccc(Cl)c(C(F)(F)F)c1)C(=O)CCN1C(=O)C2CC=CCC2C1=O (stereo not drawn)
[8] COc1ccc(-c2ccc(-c3noc(C)n3)c(OC)n2)cc1
[9] Cc1nc(SCn2nnc3ccccc3c2=O)nc(C)c1C
[10] CC(=O)N(Cc1ccc(F)cc1)C1=C(NCc2ccccc2)C(=O)c2ccccc2C1=O

entry no.	1	2	3	4	5	6	7	8	9	10
NSD2 HMT inh	6	-1	3	x	-3	1	-3	-5	-12	x
RTF Ca sens inh	-10	2	-11	0	4	-9	-12	-4	-9	3
Arr AP2 block	29	29	-11	-2	-15	2	4	-4	1	11
Keap1 Nrf2 FP	-1	-6	-3	2	6	-5	0	-6	-6	-4
SR-BI HDL uptake	-27	-2	-5	7	23	20	-39	50	-6	16
PKA-R2B act	-1	-9	-1	-6	0	2	0	-16	1	-7
SR-BI DiI-HDL act	27	2	5	-7	-23	-20	39	-50	6	-16
C-LANA FP	0.8	-0.5	2.0	-1.7	1.1	-0.3	0.7	-0.6	-1.6	0.5
PvdQ acylase	4	6	-10	10	8	-13	-4	-15	-16	-3
DAGLB inhibitor	-1	-1	2	-1	1	1	0	-5	-2	24

[11] Cc1ccc(/C=N/NC(=O)c2nnn(-c3nonc3N)c2-c2ccccc2)o1
[12] Cc1ccc(C(=O)Nc2ccc(S(=O)(=O)N3CCc4ccccc4C3)cc2)o1
[13] CCOc1ccc(C(=O)NCC(=O)OCc2c(F)cccc2Cl)cc1
[14] COc1cccc(NC(=O)C(=O)NCC2CCCN2S(=O)(=O)c2ccccc2)c1 (stereo not drawn)
[15] O=C(OCC(O)COc1ccccc1)c1ccc([N+](=O)[O-])cc1 (stereo not drawn)
[16] CSc1ccc(Cl)c(C(=O)OCC(=O)N2CC(C)OC(C)C2)c1 (stereo not drawn)
[17] CCN(CC)CCNS(=O)(=O)c1ccc(Cl)cc1
[18] O=C(C(=O)N1CCCC1CO)N1CCCC1CO (stereo not drawn)
[19] O=C(Cn1c(=O)oc2ccccc21)c1ccccc1
[20] Clc1ccc(/C=N/N2CCCCC2)cc1

entry no.	11	12	13	14	15	16	17	18	19	20
NSD2 HMT inh	-5	-5	0	2	2	1	-1	-1	-2	1
RTF Ca sens inh	-7	-1	-5	-11	-7	-6	-13	-2	-1	3
Arr AP2 block	-5	2	-5	-16	8	1	6	36	-6	29
Keap1 Nrf2 FP	3	-1	-4	-1	-3	0	-1	-5	-6	-5
SR-BI HDL uptake	22	19	23	1	-10	51	20	-1	3	6
PKA-R2B act	-1	5	3	-4	-8	-4	7	4	-4	8
SR-BI DiI-HDL act	-22	-19	-23	-1	10	-51	-20	1	-3	-6
C-LANA FP	-0.1	-0.7	2.9	-0.9	-0.1	-0.6	0.8	2.7	-0.5	0.6
PvdQ acylase	-7	3	-16	-5	-13	-15	-14	11	-20	6
DAGLB inhibitor	3	0	-6	1	-10	-4	2	2	-2	-1

Two entries from above, as labelled records.
18. O=C(C(=O)N1CCCC1CO)N1CCCC1CO (stereo not drawn)
- NSD2 HMT inh = -1
- RTF Ca sens inh = -2
- Arr AP2 block = 36
- Keap1 Nrf2 FP = -5
- SR-BI HDL uptake = -1
- PKA-R2B act = 4
- SR-BI DiI-HDL act = 1
- C-LANA FP = 2.7
- PvdQ acylase = 11
- DAGLB inhibitor = 2

4. C[C@H](CO)N1C[C@H](C)[C@@H](CN(C)Cc2ccccc2)Oc2c(NS(=O)(=O)c3cn(C)cn3)cccc2C1=O
- NSD2 HMT inh = x
- RTF Ca sens inh = 0
- Arr AP2 block = -2
- Keap1 Nrf2 FP = 2
- SR-BI HDL uptake = 7
- PKA-R2B act = -6
- SR-BI DiI-HDL act = -7
- C-LANA FP = -1.7
- PvdQ acylase = 10
- DAGLB inhibitor = -1

Back to the main list with the 4 entries that preceded the break.
[17] CCN(CC)CCNS(=O)(=O)c1ccc(Cl)cc1
[18] O=C(C(=O)N1CCCC1CO)N1CCCC1CO (stereo not drawn)
[19] O=C(Cn1c(=O)oc2ccccc21)c1ccccc1
[20] Clc1ccc(/C=N/N2CCCCC2)cc1
[21] O=C(NCc1cccc(C(F)(F)F)c1)C1CC(c2ccc(C(F)(F)F)cc2)=NO1 (stereo not drawn)
[22] O=[N+]([O-])c1cc2oc3c(c2c(C=NCc2ccncc2)c1O)CCCC3
[23] O=[N+]([O-])c1ccc(-c2csc(Nc3ccccc3)[n+]2Cc2ccccc2)cc1
[24] COc1ccc(C(=O)OCC(=O)c2cc(C)n(CC3CCCO3)c2C)cc1[N+](=O)[O-] (stereo not drawn)
[25] Fc1ccc(Nc2nc(N3CCOCC3)c3ccccc3n2)cc1
[26] COc1ccc(N(C(=O)c2cccnc2)S(=O)(=O)c2cccc([N+](=O)[O-])c2)cc1
[27] O=c1oc2cc([N+](=O)[O-])ccc2nc1/C=C(\O)c1cccc(Br)c1
[28] Cc1[nH]c2ccccc2c1C(=O)CSC(=S)N1CCOCC1
[29] COc1ccc(C(=O)NCC(=O)N/N=C/c2cn(C)c3ccccc23)cc1OC
[30] Cc1cc(Br)ccc1NC(=O)CNC(=O)CSc1nccn1C

entry no.	17	18	19	20	21	22	23	24	25	26	27	28	29	30
NSD2 HMT inh	-1	-1	-2	1	x	65*	3	2	-2	1	x	-3	1	4
RTF Ca sens inh	-13	-2	-1	3	-9	10	-4	-9	0	1	-1	2	-5	-8
Arr AP2 block	6	36	-6	29	x	-10	4	12	-10	3	33	44	12	-12
Keap1 Nrf2 FP	-1	-5	-6	-5	3	1	-2	-1	-3	-4	-3	0	-5	-2
SR-BI HDL uptake	20	-1	3	6	13	-2	2	11	14	-24	19	30	40	-9
PKA-R2B act	7	4	-4	8	2	0	3	-3	-1	-4	5	10	-2	2
SR-BI DiI-HDL act	-20	1	-3	-6	-13	2	-2	-11	-14	24	-19	-30	-40	9
C-LANA FP	0.8	2.7	-0.5	0.6	1.5	0.9	-2.3	-0.8	-0.8	-1.6	2.8	-0.8	2.2	0.2
PvdQ acylase	-14	11	-20	6	-11	3	-13	-3	3	-10	0	9	-14	-18
DAGLB inhibitor	2	2	-2	-1	-3	19	1	-1	-1	-1	12	-2	0	0

[31] Cc1cccc(NS(=O)(=O)c2ccc(C(=O)N3CCCCCC3)cc2)c1C
[32] CCOc1ccc(-c2[nH]ncc2-c2ccccc2)c(O)c1
[33] COC(=O)c1cccc(NC(=O)C2COc3ccccc3O2)c1C (stereo not drawn)
[34] COc1cccc(/C=C2\SC(=O)N(CCC(=O)NNC(=O)c3cccc(Cl)c3)C2=O)c1
[35] O=C(/C=C/c1ccccc1)N1CCN(c2ccccn2)CC1
[36] CC(C)NC(=O)CCCc1c[nH]c2ccccc12
[37] CCn1cc(/C=N\NC(=O)c2c[nH]c3ccccc23)c(C)n1
[38] O=C(O)/C(=C\c1cccc(F)c1)c1ccc(S(=O)(=O)N2CCCC2)s1
[39] Cc1cc2cc(CNC(=O)c3cccc([N+](=O)[O-])c3)ccc2[nH]1
[40] CCCCCCc1c(O)nc(SCCN(C)C)[nH]c1=O

entry no.	31	32	33	34	35	36	37	38	39	40
NSD2 HMT inh	22	4	-3	-3	1	2	-3	5	x	x
RTF Ca sens inh	7	-5	0	-12	1	0	8	3	-11	0
Arr AP2 block	4	9	22	-4	11	-3	20	-8	-4	25
Keap1 Nrf2 FP	0	-4	-4	-2	-4	4	3	-4	-6	-5
SR-BI HDL uptake	11	-2	7	-5	2	-31	-18	-13	38	x
PKA-R2B act	-10	2	0	-11	-12	-5	-2	-5	-10	3
SR-BI DiI-HDL act	-11	2	-7	5	-2	31	18	13	-38	x
C-LANA FP	-0.6	-0.2	-1.1	1.1	2.6	1.5	0.1	2.4	0.3	-1.3
PvdQ acylase	-6	-16	3	-4	-9	-9	-6	-2	-2	-10
DAGLB inhibitor	-1	-3	-9	3	-5	-1	0	2	9	-1

[41] O=C(CCN1CCOCC1)Nc1cc(C(=O)Nc2ccccc2F)ccc1N1CC2CC(C1)c1cccc(=O)n1C2 (stereo not drawn)
[42] CCOC(=O)C1CC=C(Cl)CC1C(=O)Nc1nccs1 (stereo not drawn)
[43] Cc1ccc(S(=O)(=O)CC(=O)Nc2ccc(S(=O)(=O)Nc3ccccn3)cc2)cc1
[44] COc1ccc(NC(C)=O)cc1S(=O)(=O)N1CCN(Cc2cccs2)CC1
[45] COc1cc(/C=N/NC(=O)C(=O)NCC2CCCO2)cc(Cl)c1O (stereo not drawn)
[46] COc1cccc(C(=O)OCC(=O)NCCNC(=O)COC(=O)c2cccc(OC)c2OC)c1OC

entry no.	41	42	43	44	45	46
NSD2 HMT inh	-5	1	-2	x	2	-1
RTF Ca sens inh	-7	0	-9	1	3	-10
Arr AP2 block	-5	3	2	4	2	23
Keap1 Nrf2 FP	-8	0	-5	1	-4	0
SR-BI HDL uptake	-22	11	-15	-20	-3	14
PKA-R2B act	2	-7	-12	8	7	2
SR-BI DiI-HDL act	22	-11	15	20	3	-14
C-LANA FP	-1.1	0.3	0.6	0.0	1.4	-0.8
PvdQ acylase	-13	-3	-12	-2	-10	-8
DAGLB inhibitor	1	3	-1	-8	0	4
